# Bioassay records as filed in PubChem.
# GLP1R ag: qHTS of GLP-1 Receptor Agonists | Glucagon-like peptide 1 receptor (Homo sapiens), P43220 | HEK293 GLP-1R CRE-luciferase, luminescence, 4-6 h; cells express a hypersensitive GLP-1R form | Potency, µM (doses to about 45.6 µM), without a hit: at the highest dose activation, usual class: activators | 380,000 compounds, 0.007% hits | AID 624172, 2012; note: potency is the fitted concentration of half-maximal effect; % of control where 0% means no effect
# Target sequence (P43220 whole entry, looked up): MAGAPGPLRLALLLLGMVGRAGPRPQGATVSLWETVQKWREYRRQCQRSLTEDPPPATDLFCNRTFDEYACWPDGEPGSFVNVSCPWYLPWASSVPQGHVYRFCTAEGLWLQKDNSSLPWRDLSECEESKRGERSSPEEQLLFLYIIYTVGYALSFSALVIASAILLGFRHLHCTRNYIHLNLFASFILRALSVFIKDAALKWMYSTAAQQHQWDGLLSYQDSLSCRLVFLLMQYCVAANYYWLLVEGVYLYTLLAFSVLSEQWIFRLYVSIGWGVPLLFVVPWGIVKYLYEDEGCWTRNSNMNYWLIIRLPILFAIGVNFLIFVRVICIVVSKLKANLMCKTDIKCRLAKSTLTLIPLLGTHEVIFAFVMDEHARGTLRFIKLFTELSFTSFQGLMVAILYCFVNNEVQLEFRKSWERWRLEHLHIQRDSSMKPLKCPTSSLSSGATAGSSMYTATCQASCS
# DRD3 agonist: qHTS of D3 Dopamine Receptor Agonist: qHTS | D(3) dopamine receptor (Homo sapiens), P35462 | D3R DiscoveRx beta-arrestin cells, luminescence, 90 min | max activation, % | 410,000 compounds, 0.58% hits | AID 652048, 2013; in the data active = max activation above about 30%; note: 0% is about no effect; mostly tested at two doses, the higher about 12 µM
# Target sequence (P35462 whole entry, looked up): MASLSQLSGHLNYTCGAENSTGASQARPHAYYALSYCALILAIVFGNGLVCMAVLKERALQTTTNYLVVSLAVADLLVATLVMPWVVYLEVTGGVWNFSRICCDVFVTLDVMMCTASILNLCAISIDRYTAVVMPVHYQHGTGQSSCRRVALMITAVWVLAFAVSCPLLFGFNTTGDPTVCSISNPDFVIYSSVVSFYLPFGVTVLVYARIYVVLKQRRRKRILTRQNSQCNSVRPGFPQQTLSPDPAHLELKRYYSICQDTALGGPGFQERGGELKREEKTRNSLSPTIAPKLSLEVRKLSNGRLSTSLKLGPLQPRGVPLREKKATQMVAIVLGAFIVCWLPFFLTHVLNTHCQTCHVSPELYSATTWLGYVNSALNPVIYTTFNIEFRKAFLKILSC
#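 Agonist mode: compounds and dopamine controls were applied to plated cells for 90 min at 37 degrees C after an overnight attachment at 1500 cells/well. Luminescent read-out followed 30 - 60 minutes at room temperature with DiscoveRx detection reagent.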
# KB-3-1 tox: qHTS assay for MDR1-selective chemotherapeutics: Primary screen using the parental adenocarcinoma cell KB-3-1; KB-3-1 viability, CellTiter-Glo ATP luminescence, 72 h; Potency, µM (top dose mostly 46.1 µM), inactives show at the top dose activity change, negative = cytotoxic, actives largely listed as cytotoxic; 400,000 compounds, 1.4% hits; note: potency is the fitted concentration of half-maximal effect; % is set by controls: 0 for no effect and ±100 for the full control effect; nearly all actives have a fitted effect of over 60% in size
#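 Viability of parental KB-3-1 cells, measured by CellTiter-Glo luminescence, followed a 72 h incubation at 37 °C with pinned compounds in phenol-red-free DMEM containing 10% FBS.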
# DRD3 antagonist: qHTS of D3 Dopamine Receptor Antagonist: qHTS; D(3) dopamine receptor (Homo sapiens), P35462; D3R cells, DiscoveRx beta-arrestin luminescence, antagonist mode; active compounds read low; max response, negative = inhibition, %; 360,000 compounds, 2.5% hits; in the data active = max response below about -50%; inconclusive = no clear call, values can overlap the other calls; note: % is set by controls: 0 for no effect and ±100 for the full control effect; mostly tested at two doses, the higher about 12 µM
#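 Cells plated overnight at 1500 cells/well, then exposed to library compounds with dopamine controls for 90 minutes at 37 degrees C. DiscoveRx reagent added for 30–60 minutes at room temperature; luminescence read, quantitative HTS format.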
# SW480 rereplic: A quantitative high throughput screen for small molecules that induce DNA re-replication in SW480 colon adenocarcinoma cells; SW480 DNA re-replication, Hoechst DNA content imaging, 48 h; Potency, µM (highest dose often 46.1 µM), for inactives: top-dose re-replication activation, hits mostly activators; 340,000 compounds, 1.8% hits; AID 624297, 2012; note: potency is the fitted concentration of half-maximal effect; % of control where 0% means no effect; nearly all actives have a fitted effect of over 55% in size
#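 SW480 cells exposed to compounds for 48 hr at 37 C, 5% CO2, then Hoechst-stained 40 min. Nuclear DNA content imaged by fluorescence scanning (405 nm excitation, 500-530 nm emission); re-replication scored as increased high-intensity nuclei.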
# KB-V1 MDR tox: qHTS assay for MDR1-selective chemotherapeutics: Primary screen using the drug-selected MDR subline cells KB-V1; KB-V1 MDR cells viability, CellTiter-Glo, 72 h; Potency, µM (highest dose often 46.1 µM), inactives show at the top dose activity change, negative = cytotoxicity, most hits filed as cytotoxic; 400,000 compounds, 3.4% hits; AID 1347076, 2019; note: potency is the fitted concentration of half-maximal effect; % is set by controls: 0 for no effect and ±100 for the full control effect; nearly all actives have a fitted effect of over 60% in size
#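 Potencies derive from concentration-effect curves fitted to normalized luminescence (CellTiter-Glo) of KB-V1 cells treated for 72 h at 37 degrees C in phenol-red-free DMEM containing 10% FBS.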
# HT1080NT lethal: qHTS for induction of synthetic lethality in tumor cells producing 2HG: qHTS for the HT-1080-NT fibrosarcoma cell line. HT-1080-NT fibrosarcoma viability, CellTiter-Glo ATP luminescence, 48 h. Potency, µM (series often up to 46.1 µM), inactives show at the highest dose activity, negative = less viability, most hits filed as cytotoxic. 360,000 compounds, 1.6% hits. AID 686970, 2013;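 note: NT is the 2HG producing partner of a matched IDH1 knockdown line; potency is the fitted concentration of half-maximal effect; 0% = DMSO-treated cells and -100% = media-only wells without cells; nearly all actives have a fitted effect of over 55% in size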
#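 Toxicity toward the 2HG-producing NT line was scored as %Activity, normalised to DMSO and no-cell wells, from CellTiter-Glo luminescence after 48 hours' treatment.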
# HT1080 IDH1KD tx: qHTS for induction of synthetic lethality in tumor cells producing 2HG: qHTS for the HT-1080-IDH1KD cell line | HT-1080 IDH1 knockdown viability, ATP luminescence, 48 h | 360,000 compounds, 2% hits | Potency, µM (titrated, usually from 46.1 µM), for inactives: top-dose activity, negative = toxicity, most hits filed as cytotoxic;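 note: potency is the fitted concentration of half-maximal effect; 0% = DMSO wells and -100% = cell-free medium wells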
#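 % activity derives from luminescence (CellTiter-Glo), normalised to DMSO and no-cell wells. HT-1080-IDH1KD cells, 750/well, had 48 h compound exposure at 37 °C.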
# IL1B secr inh: qHTS for Inhibitors of Inflammasome Signaling: IL-1-beta AlphaLISA Primary Screen; THP-1 LPS/ATP IL-1B secretion, AlphaLISA, 16 h; active compounds read low; activity change, % at 57.5 µM; 360,000 compounds, 4.7% hits; in the data active = activity change below about -50%; inconclusive = mostly about -30% to -49%; note: % is set by controls: 0 for no effect and ±100 for the full control effect
#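 Secreted IL-1B measured by AlphaLISA bead assay after 16 h compound exposure of THP-1 cells; compounds (final up to 57.5 uM) added 1 h before LPS (250 ng/mL) and ATP (1.25 mM) stimulation; lower signal means less secretion.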
# * marks the source's active call; other numbers are inactive results; u = inconclusive; x = not tested or not shown; [ ] = remark or other dose. Unless noted, calls come from the whole dose curve; as a rule, active = well fitted curve in the direction sought with a large enough effect; inconclusive = small, poorly fitted or top-dose-only effect, or another doubt; inactive = no such curve, though single readings can be large; an effect the other way counts as inactive or inconclusive.
SMILES,GLP1R ag,DRD3 agonist,KB-3-1 tox,DRD3 antagonist,SW480 rereplic,KB-V1 MDR tox,HT1080NT lethal,HT1080 IDH1KD tx,IL1B secr inh
OCC1OC(n2cnc3ccccc32)CC1O (stereo not drawn),-2%,-1,2%,-3,-13%,-1%,-2%,0%,5
CCCN(CCC)CCSc1nc(O)c(C(C)C)c(=O)[nH]1,-11%,2,-4%,13,-2%,-4%,0%,2%,-10
Cc1ccc(S(=O)(=O)Nc2ccc(C(=O)Nc3ccncc3)cc2)cc1,1%,7,-1%,1,3.3µM*,9%,7%,3%,8
COCCCNC(=O)C1CCN(C(=O)c2oc3cc4sc(N(C)C)nc4cc3c2C)CC1,7%,3,-16%,-16,-3%,2%,u,11%,0
CC(=O)OCC(=O)Nc1ccc([N+](=O)[O-])cc1Cl,11%,12,6%,-11,1%,u,7%,2%,-5
Cc1ccc(/C=C2/Sc3ccc(C(=O)NCc4ccccn4)cc3NC2=O)cc1,-1%,4,-7%,-17,u,-2%,-29%,2%,-2
O=C(Cn1cnc2c(nnn2Cc2ccccc2F)c1=O)NCC1CCCO1 (stereo not drawn),5%,3,3%,8,-9%,-5%,17%,12%,-12
O=C(c1ccc2c3c(cccc13)CC2)N1CCOCC1,0%,2,0%,3,-3%,15%,7%,5%,10
Cc1cccc(-c2nc(CS(=O)CC(=O)N3CCc4ccccc4C3)c(C)o2)c1 (stereo not drawn),1%,2,13%,17,15%,2%,0%,0%,-23
COc1cccc(-c2ccc(SCC(=O)NC3CCCCC3)nn2)c1,2%,9,x,24,-3%,x,2%,2%,-9
CC(C)CCNC(=O)c1cc(S(=O)(=O)N2CCC3(CC2)OCCO3)ccc1F,0%,-2,-13%,0,x,u,4%,-1%,11
CCCc1nnc(NS(=O)(=O)c2ccc(OC)cc2)s1,3%,-5,u,4,-9%,15%,13%,5%,0
CCN1CCN(c2cc(=O)n(C3CCCCC3)c(=O)[nH]2)CC1,13%,3,-10%,-10,-7%,-2%,-11%,1%,0
NC(=O)CSc1nnc(CNc2cccc(Cl)c2)n1CCc1ccccc1,1%,-2,-3%,-8,-1%,3%,8%,-1%,-5
CCOC(=O)C(NC(=O)Nc1cccc(C)n1)(OCC(F)(F)F)C(F)(F)F (stereo not drawn),0%,1,1%,16,1%,9%,17%,-1%,15
CCCC(C(=O)NC1CCCC1)N(C(=O)Cn1nnc(-c2ccc(C)o2)n1)c1ccccc1OC (stereo not drawn),15%,-2,-15%,-20,u,-18%,4%,-15%,-6
Cc1ccccc1-c1csc(C(O)c2ccc(F)c(F)c2)n1 (stereo not drawn),12%,1,0%,0,x,21%,u,-15%,-26
CCc1ccccc1NC(=O)c1nnn(CC(=O)Nc2cccc(C)c2)c1N,-11%,-3,-1%,1,-4%[9.22 µM],-6%,-17%,-13%,12
C(=N\Nc1nc(N2CCCCC2)nc(N2CCCCC2)n1)/c1c[nH]c2ccccc12,14%,-1,-3%,33,4%,-8%,u,-18%,-60*
Cc1ccc(C)c(NC(=O)C2(C)CCCN2C(=O)C(C)C)c1 (stereo not drawn),0%,10,0%,9,x,17%,11%,u,25
CN(C)C1=NC[C@H](Cc2ccccc2)N1CCc1cccc(F)c1,8%,-26,6%,-26,-13%,0%,1%,-6%,-3
Cc1ccc(Cn2nc(C)c(C(=O)N3CCN(S(=O)(=O)/C=C/c4ccccc4)CC3)c2C)cc1,11%,0,-16%,9,5%,-1%,-8%,-2%,-3
CCN1CCN(CCC(=O)Nc2ccccc2OC)CC1,-1%,-5,-3%,u,8%,0%,5%,7%,5
Cc1noc(C)c1C(=O)N1CCN(S(=O)(=O)c2cccc(Cl)c2Cl)CC1,12%,-10,16%,1,-3%,10%,5%,0%,10
CC12CCC(C(=O)N3CCOCC3)([C@H](Br)C1=O)C2(C)C (stereo partly drawn),1%,2,2%,1,u,5%,14%,27%,x
O=C(NNC(=O)C12CC3CC(CC(C3)C1)C2)[C@@H]1C[C@H]1c1ccccc1,4%,3,6%,16,2%,-20%,-11%,-4%,-5
COc1ccc(NC(=O)c2ccc3c(c2)OCCO3)cc1OC,7%,-6,-15%,-14,-9%,u,-6%,-10%,-17
Clc1ncnc2scc(-c3ccccc3)c12,16%,7,11%,-7,1%,9%,0%,8%,-70*
CCOC(=O)c1nnn(-c2nonc2-n2cccc2)c1CCl,0%,-15,u,u,u,u,u,u,-117*
CCCC(C)NC(=O)c1ccc(OCc2ccc(Cl)cc2)c(OC)c1 (stereo not drawn),8%,7,1%,-9,6%,-33%,-1%,-24%,-9
CCCc1cc(=O)oc2cc3oc(C)c(C)c3cc12,0%,-3,-2%,-4,0%,15µM*,11%,4%,2
CC1(C)CC(=O)C2=C(C1)OC(N)=C(C#N)C2c1ccc(OC(=O)N2CCOCC2)cc1 (stereo not drawn),-8%,-3,3%,-13,-12%,-8%,11%,12%,2
Cc1no[n+]([O-])c1COc1ccc(/C=N/n2nnnc2N)cc1,5%,-6,-6%,-13,-5%,1%,8%,5%,-14
C=CCOc1c(CNc2cccc(C(=O)O)c2)cccc1OC,-29%,-17,-1%,-14,2%,-1%,-1%,3%,2
CC1=C(C)CC(C(=O)NCC(=O)c2ccccc2)C(C(=O)O)C1 (stereo not drawn),1%,8,0%,14,-13%,3%,-2%,-5%,17
Cn1c(/N=C(\N)c2ccccc2)nc2ccccc21,-3%,3,0%,3,x,-29%,-13%,-12%,33
COc1ccccc1CNc1nc2nc3c(c(=O)n2[nH]1)CCC3,5%,4,0%,-24,0%,0%,7%,-1%,16
O=C(CNCCc1ccc(Cl)cc1Cl)NCc1ccco1,9%,-4,0%,-12,3%,-1%,-11%,-15%,-3
Cc1occc1-c1nnc(SCC(=O)NCc2ccco2)n1CC(C)C,1%,0,3%,-29,-1%,-6%,3%,2%,15
O=C(c1ccco1)c1nnn(Cc2ccccc2)c1-c1ccccc1,9%,2,9%,12,19%,23µM*,-19%,u,-3

# Entries of single compounds, quoted from the list.
# `CCOC(=O)C(NC(=O)Nc1cccc(C)n1)(OCC(F)(F)F)C(F)(F)F` (stereo not drawn) as listed: GLP1R ag = 0%; DRD3 agonist = 1; KB-3-1 tox = 1%; DRD3 antagonist = 16; SW480 rereplic = 1%; KB-V1 MDR tox = 9%; HT1080NT lethal = 17%; HT1080 IDH1KD tx = -1%; IL1B secr inh = 15
# `CCOC(=O)c1nnn(-c2nonc2-n2cccc2)c1CCl` as listed: GLP1R ag = 0%; DRD3 agonist = -15; KB-3-1 tox = u; DRD3 antagonist = u; SW480 rereplic = u; KB-V1 MDR tox = u; HT1080NT lethal = u; HT1080 IDH1KD tx = u; IL1B secr inh = -117*

# Going on with the list:
SMILES,GLP1R ag,DRD3 agonist,KB-3-1 tox,DRD3 antagonist,SW480 rereplic,KB-V1 MDR tox,HT1080NT lethal,HT1080 IDH1KD tx,IL1B secr inh
C#CCOCCOCCOCCNc1nc(N2CCOCC2)nc(N2CCN(C(=O)[C@H](CO)n3cc([C@@H](N)C(C)C)nn3)CC2)n1,2%,-9,3%,-15,17%[9.22 µM],13%,10%,7%,2
COc1ccc(Cl)cc1NC(=O)CSc1sc2c(O)cc(=O)[nH]c2c1C#N,-1%,11,10%,6,-6%,15%,17%,22%,1
COc1cccc(C2=CC(=O)C[C@H](c3ccc(Cl)cc3)C2)c1OC,10%,0,-9%,-5,0%,0%,-17%,-10%,u
COc1cc(C(=S)N2CCOCC2)ccc1OC(=O)Cc1ccc(F)cc1,5%,1,0%,7,0%,0%,7%,4%,1
Cc1ccc(S(=O)(=O)n2c(C)nc3ccccc32)cc1,-5%,0,0%,-15,u,-5%,-1%,2%,5
CC(C)COC(=O)c1ccc(N2C(=O)c3ccccc3C2=O)cc1,4%,11,-2%,-7,14%,u,-3%,9%,-3
CNC[C@H]1Oc2ccc(NC(=O)C3CCCCC3)cc2CC(=O)N([C@H](C)CO)C[C@@H]1C,10%,8,15%,-23,-10%,u,-17%,3%,14
CC(=O)c1cc(CN2CCN(C3CCCCC3)C(CCO)C2)cs1 (stereo not drawn),4%,-5,0%,-12,-7%,-13%,15%,19%,-3
CCO[C@H]1OC(C(=O)N2CCN(C)CC2)=C[C@@H](c2ccc3c(c2)OCO3)[C@@H]1CCCO,0%,-19,-6%,-5,-11%,3%,-3%,-2%,6
Cc1ccc(Oc2ccc(Cl)cc2NC(=O)c2cnccn2)cc1,-2%,-9,-13%,0,-9%,7%,8%,3%,-3
O=C(Nc1ccccc1[N+](=O)[O-])C1COc2ccccc2O1 (stereo not drawn),2%,0,-5%,-21,-2%,-16%,2%,0%,10
Fc1ccc(NC(=S)Nc2cccc3cnccc23)cc1,1%,5,u,-1,10%,u,-23%,-24%,22
O=C(NC1CC1)c1ccc2c(c1)N(Cc1ccc(Cl)cc1)CCS2,-4%,-4,-18%,-7,15%,-9%,-8%,-20%,-17
CC(=O)Nc1ccc(NC(=O)CCCc2c[nH]c3ccccc23)cc1,7%,-7,17%,-6,-4%,-7%,-1%,-11%,-15
COc1ccccc1-c1nc(C#N)c(N2CCCCCC2)o1,16%,0,-9%,23,-14%,u,0%,3%,-18
O=C(CCCn1cc([N+](=O)[O-])cn1)Nc1cccnc1,6%,10,13%,11,2%,24%,19%,13%,22
CCOC(=O)C1CCCN(Cc2ccc(OCC)cc2)C1 (stereo not drawn),-4%,-25,-9%,u,u,-18%,8%,-11%,0
Cc1ccccc1C(=O)Nc1cc(C)c(O)c(-c2nc3ccccc3o2)c1,-1%,-8,u,x,x,-16%,x,x,x
